Pf apPOL inh: Pf-apPOL inhibitors, biochemical, fluorescence; Plasmodium falciparum apicoplast DNA polymerase (apPOL); actives 0.25% (n = 210,000); inhibition, % at 10 µM; Recombinant Pf-apPOL, molecular beacon fluorescence, 1.5 h
mHTT-CaM PPI inh: mutant huntingtin-calmodulin interaction inhibitors – biochemical, AlphaScreen, primary screen; AlphaScreen His-mHTT/GST-CaM binding, luminescence; actives 3.6% (n = 190,000); inhibition, % at 15 µM;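 also: 0% = both proteins with DMSO and 100% = one protein alone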
Target sequence (P42858 whole entry, looked up, stated change not applied): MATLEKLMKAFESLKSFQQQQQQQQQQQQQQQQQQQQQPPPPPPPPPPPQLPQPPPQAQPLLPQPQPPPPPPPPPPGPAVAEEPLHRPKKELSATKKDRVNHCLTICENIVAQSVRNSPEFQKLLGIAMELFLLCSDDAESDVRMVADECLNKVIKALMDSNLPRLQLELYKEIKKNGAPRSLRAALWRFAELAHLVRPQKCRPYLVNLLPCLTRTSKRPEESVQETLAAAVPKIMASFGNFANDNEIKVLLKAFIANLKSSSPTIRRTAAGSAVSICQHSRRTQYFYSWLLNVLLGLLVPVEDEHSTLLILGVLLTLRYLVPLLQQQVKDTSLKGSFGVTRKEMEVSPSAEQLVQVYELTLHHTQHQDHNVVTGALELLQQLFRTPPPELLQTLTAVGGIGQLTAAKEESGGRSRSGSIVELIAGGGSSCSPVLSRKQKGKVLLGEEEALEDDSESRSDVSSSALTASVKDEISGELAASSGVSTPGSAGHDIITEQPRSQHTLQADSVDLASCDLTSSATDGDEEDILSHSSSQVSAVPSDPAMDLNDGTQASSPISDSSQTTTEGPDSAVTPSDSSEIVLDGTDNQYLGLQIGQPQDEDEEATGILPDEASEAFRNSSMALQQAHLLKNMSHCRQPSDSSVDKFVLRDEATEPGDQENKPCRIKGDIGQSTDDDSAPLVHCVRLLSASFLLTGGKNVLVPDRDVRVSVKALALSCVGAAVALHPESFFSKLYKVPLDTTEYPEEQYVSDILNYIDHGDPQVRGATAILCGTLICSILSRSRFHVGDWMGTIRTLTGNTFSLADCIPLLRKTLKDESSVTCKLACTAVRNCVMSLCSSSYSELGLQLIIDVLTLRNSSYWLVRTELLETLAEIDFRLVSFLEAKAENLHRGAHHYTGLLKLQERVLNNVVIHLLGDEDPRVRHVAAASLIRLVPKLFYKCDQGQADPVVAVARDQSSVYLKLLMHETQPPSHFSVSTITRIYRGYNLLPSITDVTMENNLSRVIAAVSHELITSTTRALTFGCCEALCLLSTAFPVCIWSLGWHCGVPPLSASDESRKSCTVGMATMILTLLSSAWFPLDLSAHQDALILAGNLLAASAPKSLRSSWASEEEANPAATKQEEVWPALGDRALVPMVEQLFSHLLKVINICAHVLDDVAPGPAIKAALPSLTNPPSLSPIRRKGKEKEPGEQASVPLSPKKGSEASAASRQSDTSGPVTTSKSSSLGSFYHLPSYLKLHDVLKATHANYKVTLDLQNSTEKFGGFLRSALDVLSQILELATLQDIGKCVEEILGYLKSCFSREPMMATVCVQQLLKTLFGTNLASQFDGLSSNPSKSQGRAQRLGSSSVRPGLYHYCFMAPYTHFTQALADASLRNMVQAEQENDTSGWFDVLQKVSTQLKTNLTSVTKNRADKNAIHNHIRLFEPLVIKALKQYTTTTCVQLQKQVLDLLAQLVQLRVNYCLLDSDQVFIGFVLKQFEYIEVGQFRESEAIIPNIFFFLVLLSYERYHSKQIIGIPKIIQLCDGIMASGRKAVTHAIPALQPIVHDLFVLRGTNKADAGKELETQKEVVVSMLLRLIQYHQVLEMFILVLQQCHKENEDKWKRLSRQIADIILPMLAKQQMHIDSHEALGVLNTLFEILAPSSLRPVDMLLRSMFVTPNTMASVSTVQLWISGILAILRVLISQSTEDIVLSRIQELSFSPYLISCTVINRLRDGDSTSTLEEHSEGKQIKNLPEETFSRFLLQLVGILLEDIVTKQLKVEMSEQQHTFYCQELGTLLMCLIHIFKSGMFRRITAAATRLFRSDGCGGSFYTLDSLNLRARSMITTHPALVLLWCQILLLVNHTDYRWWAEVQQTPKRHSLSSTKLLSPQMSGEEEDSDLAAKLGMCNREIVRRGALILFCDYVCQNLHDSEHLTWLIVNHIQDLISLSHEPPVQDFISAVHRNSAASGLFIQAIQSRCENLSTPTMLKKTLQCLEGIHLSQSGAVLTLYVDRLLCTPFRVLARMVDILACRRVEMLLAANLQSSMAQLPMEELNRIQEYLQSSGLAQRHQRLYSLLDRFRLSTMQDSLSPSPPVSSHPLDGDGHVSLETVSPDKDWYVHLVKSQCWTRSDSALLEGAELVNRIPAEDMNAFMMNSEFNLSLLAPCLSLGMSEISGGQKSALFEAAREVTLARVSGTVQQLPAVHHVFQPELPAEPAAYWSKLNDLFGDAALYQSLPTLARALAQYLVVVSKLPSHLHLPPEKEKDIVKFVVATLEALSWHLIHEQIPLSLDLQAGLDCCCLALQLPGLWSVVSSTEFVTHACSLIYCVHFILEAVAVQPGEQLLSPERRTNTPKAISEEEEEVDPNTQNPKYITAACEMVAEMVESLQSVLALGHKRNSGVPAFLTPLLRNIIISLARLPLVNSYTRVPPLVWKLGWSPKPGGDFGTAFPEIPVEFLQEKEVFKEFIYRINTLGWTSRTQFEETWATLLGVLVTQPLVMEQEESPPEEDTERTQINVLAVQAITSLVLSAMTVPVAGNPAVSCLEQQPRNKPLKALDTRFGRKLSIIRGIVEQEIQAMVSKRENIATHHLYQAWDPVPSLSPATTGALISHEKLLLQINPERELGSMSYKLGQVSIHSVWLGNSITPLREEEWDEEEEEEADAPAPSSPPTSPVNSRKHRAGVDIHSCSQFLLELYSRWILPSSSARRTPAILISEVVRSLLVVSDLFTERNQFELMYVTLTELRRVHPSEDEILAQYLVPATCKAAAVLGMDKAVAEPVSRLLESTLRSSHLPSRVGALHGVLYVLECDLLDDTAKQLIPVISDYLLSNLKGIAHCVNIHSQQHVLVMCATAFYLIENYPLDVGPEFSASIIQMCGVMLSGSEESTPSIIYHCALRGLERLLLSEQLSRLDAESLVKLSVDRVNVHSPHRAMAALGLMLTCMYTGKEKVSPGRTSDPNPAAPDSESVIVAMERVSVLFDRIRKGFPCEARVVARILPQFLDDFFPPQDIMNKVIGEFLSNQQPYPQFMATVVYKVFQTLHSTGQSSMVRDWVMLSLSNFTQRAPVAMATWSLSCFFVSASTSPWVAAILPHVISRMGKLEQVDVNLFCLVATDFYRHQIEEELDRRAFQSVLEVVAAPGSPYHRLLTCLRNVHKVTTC
The depositor's hits bear a star; & = joins results of further samples. Rule as the data show it: active = inhibition above about 50%; inactive = the rest.

How did N#CC1=C(N)N(c2ncn[nH]2)C2=C(C(=O)CCC2)C1c1ccc(Br)cc1 (stereo not drawn) do in these assays?
Pf apPOL inh: -1.9; mHTT-CaM PPI inh: -2.0

How did COc1ccccc1/C=C/C=C1\N=C(c2cc([N+](=O)[O-])ccc2Cl)OC1=O do in these assays?
Pf apPOL inh: -8.0; mHTT-CaM PPI inh: 15.0

Results for CCCNC(=O)Cn1cccc1-c1nc(-c2ccc(C)cc2)cs1 ?
Pf apPOL inh: -5.2; mHTT-CaM PPI inh: 3.1

Results for COc1ccc(Cl)cc1NC(=O)c1c(O)c2cccc3c2n(c1=O)CC3 ?
Pf apPOL inh: -7.1; mHTT-CaM PPI inh: -1.0

What do the screens show for `CCc1nn2cc(-c3ccc(Cl)cc3)nc2s1`?
Pf apPOL inh: -8.1; mHTT-CaM PPI inh: -9.0

Results for COc1ccc2c(c1)-c1cc(Cl)ccc1S(=O)(=O)N2C(C)=O ?
Pf apPOL inh: -2.1; mHTT-CaM PPI inh: 87.0*

How did O=C(NC1CC2CC1N(C(=O)c1ccsc1)C2)c1ccccc1 (stereo not drawn) do in these assays?
Pf apPOL inh: 0.2; mHTT-CaM PPI inh: 7.3

What do the screens show for `Cc1ccc(CSc2nc(CC(=O)Nc3nc(-c4cccnc4)cs3)cs2)cc1`?
Pf apPOL inh: -0.2; mHTT-CaM PPI inh: -6.9

How did COC(=O)c1cccc(C(=O)Nc2cc(C)cc(C)c2)n1 do in these assays?
Pf apPOL inh: -1.4; mHTT-CaM PPI inh: -6.1

What do the screens show for `CCOc1cc(CN2CCN(c3ccc([N+](=O)[O-])cc3)CC2)ccc1OC`?
Pf apPOL inh: -3.2; mHTT-CaM PPI inh: 17.1

Results for CC(=O)Nc1ccc(S(=O)(=O)Nc2nnc(Cc3ccc(Cl)cc3)s2)cc1 ?
Pf apPOL inh: -2.7; mHTT-CaM PPI inh: -0.1

Results for Cc1ccc(C(=O)Nc2ccc3c(c2)OCCO3)cc1[N+](=O)[O-] ?
Pf apPOL inh: -5.6; mHTT-CaM PPI inh: 2.9

How did O=C(CCN1C(=O)c2ccccc2C1=O)NCCc1nc2ccccc2[nH]1 do in these assays?
Pf apPOL inh: -1.9; mHTT-CaM PPI inh: 0.0

Results for C/C(Nc1ccccc1O)=C1/C(=O)CC2C1C2(C)C (stereo not drawn) ?
Pf apPOL inh: 12.5; mHTT-CaM PPI inh: 25.0

Results for O=C(Nc1ccccc1I)c1cccnc1 ?
Pf apPOL inh: -13.0; mHTT-CaM PPI inh: -3.0

Results for CN1C(=O)c2cccnc2Sc2cc(NC(=O)Cc3ccccc3F)ccc21 ?
Pf apPOL inh: -2.2; mHTT-CaM PPI inh: 1.4

Results for O=c1c2cc([N+](=O)[O-])cc([N+](=O)[O-])c2[nH]n1-c1ccccc1 ?
Pf apPOL inh: 4.9; mHTT-CaM PPI inh: 38.0

What do the screens show for `Cc1ccc(NC(=O)N2CCCC2c2nc(-c3cccc(F)c3)no2)cc1` (stereo not drawn)?
Pf apPOL inh: 0.5; mHTT-CaM PPI inh: -10.0

Results for Fc1ccc(C2Oc3ccc(Cl)cc3C3CC(c4ccco4)=NN32)cc1F (stereo not drawn) ?
Pf apPOL inh: -17.3; mHTT-CaM PPI inh: 82.0*

How did CN1CCCN(Cc2ccsc2)CC1 do in these assays?
Pf apPOL inh: -1.3; mHTT-CaM PPI inh: 1.3

How did CCOC(=O)C(CC)Sc1ncnc2c1nnn2-c1ccc(OC)cc1 (stereo not drawn) do in these assays?
Pf apPOL inh: -7.5; mHTT-CaM PPI inh: -37.6

How did CCOc1ccccc1NC(=O)CSc1nc(N)c(NC(=O)c2cccs2)c(=O)[nH]1 do in these assays?
Pf apPOL inh: -8.6; mHTT-CaM PPI inh: -9.9

What do the screens show for `COc1ccc(OC)c(NC(=O)N2CCn3c(C)ccc3C2C(C)C)c1` (stereo not drawn)?
Pf apPOL inh: -0.1; mHTT-CaM PPI inh: 25.4

Results for Cc1ccc(NC(=O)Cn2cnc3c(-c4ccc(F)cc4)csc3c2=O)cc1 ?
Pf apPOL inh: -3.9; mHTT-CaM PPI inh: -15.3

What do the screens show for `CC(=O)c1cccc(NC(=O)c2ccc(C)c(Br)c2)c1`?
Pf apPOL inh: 2.3; mHTT-CaM PPI inh: 0.9

How did CCN(CC)c1nc(C)nc2sc(C(=O)NCc3ccccc3OC)c(C)c12 do in these assays?
Pf apPOL inh: -5.9; mHTT-CaM PPI inh: 13.0

What do the screens show for `Cc1cc(C)n(CCNC(=O)NC2CCCCC2)n1`?
Pf apPOL inh: -0.7; mHTT-CaM PPI inh: -10.1

What do the screens show for `O=C(NCc1ccc(F)cc1)C1CCN(c2nccn3nc(-c4cccs4)cc23)CC1`?
Pf apPOL inh: 8.5; mHTT-CaM PPI inh: 10.0

Results for COc1cccc(CC(=O)Nc2cc(C)n(-c3cccc(C)c3)n2)c1 ?
Pf apPOL inh: -0.8; mHTT-CaM PPI inh: 6.5

Results for COc1ccc(SCCC(=O)NCc2ccncc2)cc1 ?
Pf apPOL inh: -4.9

What do the screens show for `CN(C)c1ccc(C2N(C(=O)c3ccccc3)CCN2S(=O)(=O)c2ccccc2)cc1` (stereo not drawn)?
Pf apPOL inh: -0.6; mHTT-CaM PPI inh: 41.0

What do the screens show for `Cn1cc(S(=O)(=O)Nc2ccccc2N2CCOCC2)c(C(F)(F)F)n1`?
Pf apPOL inh: -8.8

How did Cc1ccccc1-n1cc2c(=O)n(C)c(=O)n(C)c2c1 do in these assays?
Pf apPOL inh: -0.8&-3.5; mHTT-CaM PPI inh: 1.0&-0.4

What do the screens show for `Cc1oc(C2CCN(C(=O)c3cc(F)cc(F)c3)CC2)nc1C(=O)N1CCOCC1`?
Pf apPOL inh: -0.5; mHTT-CaM PPI inh: -5.5

What do the screens show for `Cc1ccc(CS(=O)(=O)CC(Nc2ccc(C(=O)O)cc2[N+](=O)[O-])C(=O)O)cc1` (stereo not drawn)?
Pf apPOL inh: -8.8; mHTT-CaM PPI inh: 2.0

Results for Cc1ccc(Nc2nc(C)cc(C)c2C(N)=O)c(C)c1 ?
Pf apPOL inh: -14.4; mHTT-CaM PPI inh: 4.6

How did C/C(=C\C(=O)c1ccc(Cl)cc1)Nc1cccc(O)c1 do in these assays?
Pf apPOL inh: -3.6; mHTT-CaM PPI inh: 30.9

Results for CCOc1ccccc1C(=O)N1CCC(c2nc(CNC(=O)C(C)C)cs2)CC1 ?
Pf apPOL inh: -4.3; mHTT-CaM PPI inh: -1.0

How did Cc1ccc(NC2CC(O)C(CO)O2)cc1[N+](=O)[O-] (stereo not drawn) do in these assays?
Pf apPOL inh: -1.6; mHTT-CaM PPI inh: 4.0

How did O=C(Cc1ccccc1)Nc1cccc([N+](=O)[O-])c1 do in these assays?
Pf apPOL inh: -2.5; mHTT-CaM PPI inh: -2.9

How did Fc1cccc(F)c1CN1CCCCC1 do in these assays?
Pf apPOL inh: -4.2&1.6; mHTT-CaM PPI inh: -4.6

Results for CC1CCCC(NC(=O)C2CCN(S(=O)(=O)N3CCOCC3)CC2)C1C (stereo not drawn) ?
Pf apPOL inh: -9.6; mHTT-CaM PPI inh: -10.0

How did CC(C)(C)c1csc(-c2ccc(C=NNc3ccc(C(F)(F)F)cc3[N+](=O)[O-])cc2)n1 do in these assays?
Pf apPOL inh: -11.1

What do the screens show for `CC(Oc1ccc(Cl)cc1Cl)C(=O)ON=C(N)c1c(Cl)cccc1Cl` (stereo not drawn)?
Pf apPOL inh: -11.3

Results for O=C(C1CCCCN1S(=O)(=O)c1ccc(Cl)cc1)N1CCCCC1 (stereo not drawn) ?
Pf apPOL inh: 0.0; mHTT-CaM PPI inh: -6.5

How did CCN1C(=O)N(c2cccc(Cl)c2)C(N(O)C(=O)Nc2cccc(Cl)c2)C1(C)C (stereo not drawn) do in these assays?
Pf apPOL inh: 2.6; mHTT-CaM PPI inh: 15.0

What do the screens show for `O=C(c1ccc(Cl)cc1Cl)N1CCCCCC1`?
Pf apPOL inh: -10.5; mHTT-CaM PPI inh: -4.3

How did COc1ccc(/C=C/C(=O)Nc2ncc(S(=O)(=O)c3ccc([N+](=O)[O-])cc3)s2)cc1OC do in these assays?
Pf apPOL inh: -4.4; mHTT-CaM PPI inh: 13.0

How did Cc1nc(C)n2ccn(Cc3ccncc3)c(=O)c12 do in these assays?
Pf apPOL inh: -5.0; mHTT-CaM PPI inh: -4.8

How did COc1cccc(C(=O)NC2CCN(c3ccc(C)c(C)c3)C2=O)c1 (stereo not drawn) do in these assays?
Pf apPOL inh: -1.6; mHTT-CaM PPI inh: 1.2

What do the screens show for `O=C(NCc1ccc(F)cc1)C(=O)NCC(c1cccc2ccccc12)N1CCCC1` (stereo not drawn)?
Pf apPOL inh: -3.9; mHTT-CaM PPI inh: 16.0

How did COc1ccc(-c2cc(C(F)(F)F)n3ncc(C(=O)NC(C)(C)C)c3n2)cc1OC do in these assays?
Pf apPOL inh: -7.3; mHTT-CaM PPI inh: -4.0

What do the screens show for `Cc1[nH]c2ccccc2c1C(Nc1cccc(C(F)(F)F)c1)c1cccnc1` (stereo not drawn)?
Pf apPOL inh: -6.9; mHTT-CaM PPI inh: 4.0

What do the screens show for `Cc1ccccc1-c1nc2c3c4c(sc3ncn2n1)CCCC4`?
Pf apPOL inh: -9.8; mHTT-CaM PPI inh: -3.3

What do the screens show for `CC(C)OC(=O)NC12CC3CC(CC(C3)C1)C2`?
Pf apPOL inh: 1.8; mHTT-CaM PPI inh: -8.8

Results for COc1cccc(CN2CC(c3nc(C)no3)C2)c1OC ?
Pf apPOL inh: -4.3; mHTT-CaM PPI inh: -20.4

How did O=C(Nc1ccccc1)Oc1ccccc1Br do in these assays?
Pf apPOL inh: -5.0; mHTT-CaM PPI inh: -7.9

What do the screens show for `CCNS(=O)(=O)c1cccnc1Nc1cccc(Cl)c1`?
Pf apPOL inh: -2.1; mHTT-CaM PPI inh: -13.9

Results for N#Cc1c(N)sc2c1CCN(Cc1ccccc1)C2 ?
Pf apPOL inh: 6.6; mHTT-CaM PPI inh: 27.3

What do the screens show for `Cc1[nH]c(=O)c(C#N)c(C)c1[N+](=O)[O-]`?
Pf apPOL inh: -3.8; mHTT-CaM PPI inh: -7.3

Results for CCOc1ccccc1Oc1c(C)oc2c3c(ccc2c1=O)OCN(CCOC)C3 ?
Pf apPOL inh: -0.1; mHTT-CaM PPI inh: -1.2

Results for CC(C)(C)CC(=O)Nc1ccc(Cl)cc1Cl ?
Pf apPOL inh: 2.3; mHTT-CaM PPI inh: -14.7

How did Cc1csc(SCC2CCN(C(=O)C34CC5CC(CC(C5)C3)C4)CC2)n1 do in these assays?
Pf apPOL inh: -6.9; mHTT-CaM PPI inh: -10.9

Results for Cn1c2c(c(=O)n(C)c1=O)C(c1cccc(C(F)(F)F)c1)C1=C(CCCC1=O)N2 (stereo not drawn) ?
Pf apPOL inh: 3.6; mHTT-CaM PPI inh: 5.0

What do the screens show for `COc1cc(-c2n[nH]c(=S)n2C)cc(OC)c1OC`?
Pf apPOL inh: -10.8

What do the screens show for `COc1ccc(NC(=O)c2oc3ccc(S(=O)(=O)N4CCCCC4)cc3c2C)c(OC)c1`?
Pf apPOL inh: -7.4; mHTT-CaM PPI inh: 26.0

What do the screens show for `O=S(=O)(c1ccccc1)N1CCC(c2noc(-c3cccc(F)c3)n2)CC1`?
Pf apPOL inh: -2.8; mHTT-CaM PPI inh: 4.1

How did COc1ccc(-c2nc(CN3CCC(C)CC3)no2)cc1 do in these assays?
Pf apPOL inh: 2.8; mHTT-CaM PPI inh: -10.8

What do the screens show for `CC1(C)OC(=O)C(=Cc2ccc(-c3ccc(Cl)cc3)o2)C(=O)O1`?
Pf apPOL inh: 1.5; mHTT-CaM PPI inh: 22.0
